MITF primary = MITF inhibitors, primary screen, biochemical, AlphaScreen, human. inhibition, % at 2.6 µM. AlphaScreen MITF homodimerization, bead proximity signal. actives 0.91% (n = 650,000); in the data active = inhibition above about 50%;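 note: 0% = vehicle wells with protein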
Target sequence (O75030 whole entry, looked up): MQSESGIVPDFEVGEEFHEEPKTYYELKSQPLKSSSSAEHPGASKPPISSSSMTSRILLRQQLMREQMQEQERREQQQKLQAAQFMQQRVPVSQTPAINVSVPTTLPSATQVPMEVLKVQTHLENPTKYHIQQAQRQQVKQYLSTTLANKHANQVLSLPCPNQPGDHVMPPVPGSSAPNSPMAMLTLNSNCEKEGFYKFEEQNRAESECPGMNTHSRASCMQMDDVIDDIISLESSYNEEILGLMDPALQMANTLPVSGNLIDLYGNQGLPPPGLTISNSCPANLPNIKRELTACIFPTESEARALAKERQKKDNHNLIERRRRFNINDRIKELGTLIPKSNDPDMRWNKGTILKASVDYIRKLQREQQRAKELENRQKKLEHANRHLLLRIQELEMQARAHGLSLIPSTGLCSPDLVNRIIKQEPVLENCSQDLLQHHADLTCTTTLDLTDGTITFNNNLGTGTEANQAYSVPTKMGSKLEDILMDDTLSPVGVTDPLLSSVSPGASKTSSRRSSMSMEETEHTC
TEAD-YAP block = TEAD-YAP interaction inhibition, primary screen, TEAD-YAP interaction inhibitor project, luminescence, HEK-TIYL cells. TEAD-Gal4/YAP UAS-luciferase luminescence. inhibition, % at 9.12 µM. actives 1.4% (n = 640,000). AID 1259422, 2018; in the data active = inhibition above about 32%;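 note: 0% = median of test compound wells and 100% = reference inhibitor wells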
GPR151 ag = activators of human GPR151, primary screen, cell-based, PathHunter beta-arrestin, luminescence. PathHunter beta-arrestin GPR151 cells. activation, % at 11.2 µM. actives 1% (n = 650,000). AID 1508602, 2020; in the data active = activation above about 4.9%;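 note: 0% = median of compound wells and 100% = cells with positive control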
Target sequence (Q8TDV0 whole entry, looked up): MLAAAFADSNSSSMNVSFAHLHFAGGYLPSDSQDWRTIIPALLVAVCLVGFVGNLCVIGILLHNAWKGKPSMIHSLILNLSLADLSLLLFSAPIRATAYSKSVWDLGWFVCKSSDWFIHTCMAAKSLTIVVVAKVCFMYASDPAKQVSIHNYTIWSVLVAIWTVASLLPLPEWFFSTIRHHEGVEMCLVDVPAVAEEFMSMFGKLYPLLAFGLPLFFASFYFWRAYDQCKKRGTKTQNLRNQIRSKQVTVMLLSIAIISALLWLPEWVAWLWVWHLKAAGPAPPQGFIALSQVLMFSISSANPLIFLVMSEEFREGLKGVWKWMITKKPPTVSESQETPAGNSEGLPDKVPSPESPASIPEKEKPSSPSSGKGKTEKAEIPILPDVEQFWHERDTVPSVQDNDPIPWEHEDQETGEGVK
FBW7 act = FBW7 E3 ligase activators, primary screen, biochemical, AlphaScreen, human. F-box/WD repeat-containing protein 7 (Homo sapiens), Q969H0. AlphaScreen FBW7–phospho-cyclin E peptide binding, activator screen. normalized activity (activation), % at 26.1 µM. actives 0.13% (n = 650,000); in the data active = normalized activity above about 1.9%;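 note: purified mutant Fbw7 with reduced substrate affinity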
* marks the source's active call; other numbers are inactive results.

compound	MITF primary	TEAD-YAP block	GPR151 ag	FBW7 act
COc1ccc(-c2nnc(NC(=O)Cc3ccc(C)cc3C)o2)cc1OC	4.0	8.7	-0.4	-0.2
CCOC(=O)c1[nH]c(C)c(C(=O)N2CCCC(N3CCN(c4ccccc4)CC3)C2)c1C (centres undefined)	-4.8	-10.0	0.4	0.0
CCOC(=O)Cn1cc(/C=C2/C(=O)N(c3cccc(C(=O)O)c3)N=C2C)c2ccccc21	51.0*	-2.6	0.7	0.1
CC(C)NC(=O)CN1CCN(C(=O)c2ncoc2-c2cccc(Cl)c2)CC1	6.0	2.4	0.2	0.1
CN(NC(=O)c1ccccc1)C1=NS(=O)(=O)c2ccccc21	8.6	-2.6	0.6	0.2
O=C(Nc1ccc(Br)cc1)c1cccc(S(=O)(=O)NCc2cccnc2)c1	8.7	28.1	0.7	0.0
C=CCNC(=O)CCC(=O)c1ccc(OC)cc1	12.2	8.4	0.7	0.4
O=C(NCCOc1ccccc1)c1ccccc1NS(=O)(=O)c1ccc(F)cc1	4.1	-10.0	-1.4	-0.2
COc1ccc(-c2ncc(C)c(NCc3cccc(C(F)(F)F)c3)n2)cn1	-2.9	-10.4	-0.6	0.2
O=C(Cc1cccs1)N1CCC[C@@H]1Cn1nc(-c2cccs2)ccc1=O	-10.1	10.4	0.9	0.0
O=C(O)CN1C(=O)/C(=C\C=C\c2ccc([N+](=O)[O-])o2)SC1=S	45.2	11.7	1.5	-0.7
Clc1cc2c(cc1CN1CCc3nnc(C4CCCO4)n3CC1)OCO2 (centres undefined)	10.6	6.8	-0.7	0.1
COc1ccc(C2NC(=O)NC(C)=C2C(=O)OC2CCCCCC2)cc1OC (centres undefined)	-4.3	-8.0	-0.4	-0.1
COCCn1c(=S)[nH]c2cc(C(=O)N3CCN(C4CCCCC4)CC3)ccc2c1=O	-8.5	-11.0	-0.4	-0.1
COc1nc(N(C)C)nc(N(C#N)C(C)C(=O)N(C)C)n1 (centres undefined)	6.0	-3.1	-0.2	0.1
COc1cc(N)c(Cl)cc1C(=O)OCCOc1ccc(Br)cc1	7.3	3.9	19.8*	0.0
CCCCNC(=O)CC(C)(C)CC1=NS(=O)(=O)c2ccccc2N1	-14.1	-1.4	0.2	-0.1
CC(C)N(CCNC(=O)c1cccc(-c2ccc(N3CCOCC3)nc2)c1)C(C)C	-2.0	-45.2	-0.7	-0.1
O=C(O)COc1ccccc1/C=N/NC(=O)Cc1ccc(Br)c2ccccc12	6.1	5.2	-0.5	0.1
Cc1ccc(C2C3C(=O)NC(=O)C3ON2c2ccc(Cl)cc2)cc1 (centres undefined)	19.9	4.2	-1.8	0.3

(cont.)
compound	MITF primary	TEAD-YAP block	GPR151 ag	FBW7 act
CC(C)NC(=O)COc1ncnc2ccc(Br)cc12	-5.3	2.9	-2.0	0.7
Cc1nc(NC(=O)CC23CC4CC(CC(C4)C2)C3)ccc1I	13.4	-27.9	2.1	0.0
CC(Oc1ccccc1)C(=O)Nc1c2c(nn1C(C)(C)C)CS(=O)(=O)C2 (centres undefined)	4.1	8.8	-1.1	-0.1
COC(=O)C1=C(C)N=c2s/c(=C\c3ccc(Cl)c(Cl)c3)c(=O)n2C1c1ccc(OC)cc1 (centres undefined)	-6.3	-10.1	0.1	0.0
O=C(NCc1ccsc1)c1ccc(-n2cccc2)cc1	5.6	-19.9	6.1*	0.1
CCOC(=O)C1CSC(CC(=O)Nc2ccc(F)cc2)C(=O)N1 (centres undefined)	-2.5	-7.3	-1.1	-0.1
CC1CCN(C2=NC(=O)/C(=C/c3ccc(Cl)cc3Cl)S2)CC1	3.9	3.9	-1.0	0.1
CSc1nnc2c(n1)OC(c1ccc(-c3cccc(Br)c3)o1)Nc1ccccc1-2 (centres undefined)	-6.9	1.7	0.2	-0.1
Cc1sc(NC(=O)c2ccccc2)c(CN(C)C)c1C	-2.8	-30.3	-4.5	-0.2
Cc1ccc(-c2noc(CNC(=O)c3ccccc3C)n2)cc1	-5.9	3.4	1.3	-0.3
Cc1cc(C)n(C(=O)/C=C/c2ccc(Cl)cc2)n1	-5.7	-3.2	-1.0	-0.1
CCCOc1cccc(C(=O)Nc2cccnc2)c1	5.8	-6.2	-0.2	0.0
CC(=O)Nc1ccc(S(=O)(=O)c2ccc([N+](=O)[O-])cc2)cc1	-5.6	1.7	-1.6	-0.1
CC(C)N(CCNC(=O)c1cccc(-c2ccc(C(=O)N3CCN(C)CC3)cc2)n1)C(C)C	-10.5	-11.2	0.2	0.2
COc1ccc(-c2cc(=O)oc3c(C)c(OCC(C)=O)ccc23)cc1	-23.7	-0.5	-0.2	0.1
COc1ccc2ccccc2c1CNCc1ccccn1	12.6	-29.7	-1.1	-0.8
NC(=O)c1ccc(NC(=O)CN2CCN(C/C=C/c3ccccc3)CC2)cc1	-2.8	7.8	1.3	-0.1
CC(C)c1cccc(OCCOCCNC(C)(C)C)c1	67.0*	13.6	2.3	-0.1
Cc1nn(CC2CCCCC2)c(N)c1-c1ccccc1	-1.6	-56.5	-0.8	0.0
COC(=O)c1sc2ncn(CC(=O)NC3CCCCC3)c(=O)c2c1C	21.7	-2.5	-1.1	0.3

Following part:
compound	MITF primary	TEAD-YAP block	GPR151 ag	FBW7 act
CC(=O)NC(=O)c1cc2cc(Br)ccc2oc1=Nc1cccc(C(F)(F)F)c1	3.8	5.2	-1.9	-0.2
Cn1c(-c2cccc(Br)c2)cnc1NCc1ccccc1	28.6	-3.1	1.2	0.1
Cc1nn(C)cc1CNC(=O)c1cc2ccccc2oc1=O	-0.3	1.0	0.6	-0.2
COc1ccc(OC)c(-n2nnc(-c3nc(-c4ccc5c(c4)OCO5)no3)c2N)c1	-7.6	-0.9	-0.2	-0.1
COc1ccc(N2C(=O)CC(N(Cc3ccc(S(N)(=O)=O)cc3)C(C)=O)C2=O)cc1 (centres undefined)	11.7	-3.4	-0.8	0.0
CCCn1c2c(c(O)c(C(=O)Nc3nc4ccccc4s3)c1=O)CCCC2	8.2	5.5	-0.4	0.1
Cc1cc(N2CCOCC2)nc(SCC(=O)NCCCO)n1	5.7	-1.8	-2.3	0.2
O=C(C1CCC(CNS(=O)(=O)c2ccc(Cl)cc2)CC1)N1CCCC1 (centres undefined)	-2.3	3.8	0.3	0.1
CCn1cccc/c1=N\c1cccc[n+]1CC	0.9	49.8*	1.8	-0.1
CCC(=O)NCCc1c[nH]c2ccc(OC)cc12	9.3	5.9	-0.8	0.0
CC1Oc2ccccc2N(Cc2ccc(Cl)cc2)C1=O (centres undefined)	18.9	-7.7	-0.7	0.1
Cc1nc(N/N=C/c2ccc3c(c2)OCO3)sc1C	-14.8	-31.2	3.0	0.0
CN(C)CCNC(=O)COc1cc(=O)n(C)c2ccccc12	0.1	3.8	0.4	-0.1
COc1ccccc1Nc1cc(C(=O)NCc2cccs2)c2ccccc2n1	-2.6	-0.7	0.9	0.4
Cc1ccc(N(CC(O)CN2CCCCC2)S(=O)(=O)c2ccccc2)cc1 (centres undefined)	-9.2	-2.2	0.8	-0.2
Cc1cccc(COc2ccc(C=O)cc2)c1	17.4	-25.5	-0.5	0.6
CCOC(=O)c1sc(=S)n(-c2ccccc2OCC)c1N	10.0	5.8	-2.0	-0.2
COc1ccc(C(=O)NC(=S)Nc2ccc(I)cn2)cc1OC	16.5	-16.1	1.4	0.7
Cc1ccc(/C=C2\Sc3ccccc3C2=O)c(O)c1	14.1	-20.9	-0.7	-0.1
Cc1cccc(-c2nc3cc(NC(=O)c4ccc(Cl)c([N+](=O)[O-])c4)ccc3o2)c1	-17.5	-8.2	-1.1	0.0

Reprinted from the part before: four entries; new compounds follow.
compound	MITF primary	TEAD-YAP block	GPR151 ag	FBW7 act
CCOC(=O)c1sc(=S)n(-c2ccccc2OCC)c1N	10.0	5.8	-2.0	-0.2
COc1ccc(C(=O)NC(=S)Nc2ccc(I)cn2)cc1OC	16.5	-16.1	1.4	0.7
Cc1ccc(/C=C2\Sc3ccccc3C2=O)c(O)c1	14.1	-20.9	-0.7	-0.1
Cc1cccc(-c2nc3cc(NC(=O)c4ccc(Cl)c([N+](=O)[O-])c4)ccc3o2)c1	-17.5	-8.2	-1.1	0.0
CCOC(=O)c1c(C)oc2ccc(NS(=O)(=O)c3cccc(C(=O)O)c3)cc12	3.6	-1.0	-0.6	0.0
COc1ccccc1/C=N\NC(=O)c1ccc(CO)nc1	-0.5	-5.2	0.9	0.0
O=C(COc1ccccc1[N+](=O)[O-])N(Cc1ccccc1)c1ccccn1	3.1	-7.1	3.8	-0.1
O=C(COc1ccc([N+](=O)[O-])cc1)Nc1cccc2ccccc12	14.4	1.8	-1.1	-0.1
CC(OC(=O)c1ccc(S(=O)(=O)N2CCCC2)cc1)c1nc2ccccc2s1 (centres undefined)	5.7	-3.5	0.8	0.2
Cc1ccc2nc3c(cc(C(=O)NCc4ccccc4)c(=N)n3C3CCCC3)c(=O)n2c1	15.9	-14.1	1.8	0.0
Cc1ccc([N+](=O)[O-])cc1NC(=O)c1cccc(S(=O)(=O)N2CCOCC2)c1	2.6	6.1	1.4	-0.2
O=C(c1cccs1)C(O)c1c[nH]c2ccccc12 (centres undefined)	-3.3	-12.2	1.1	-0.3
C=C1CN=C(N(C(C)=O)c2cccc(Cl)c2)S1	-14.7	-7.5	1.1	-0.3
C/C(=N\NC(=O)c1ccccn1)c1ccc(Cl)c(Cl)c1	12.2	8.6	-4.3	0.0
O=C(O)COc1ccc(/C=C2\SC(=O)N(CCCc3ccccc3)C2=O)cc1	-0.2	3.2	-1.0	0.1
COC(=O)C1=C(C)NC(=S)NC1c1cn(-c2ccccc2)nc1-c1ccc(Cl)cc1 (centres undefined)	-0.3	-22.9	0.8	0.0
Cc1cc(Cl)ccc1NC(=S)NC1CC1	13.1	-2.1	3.1	0.0
CCN1CCN(c2cc(C)c3cc(NC(=O)c4cccnc4Cl)ccc3n2)CC1	0.1	-5.6	0.1	0.0
CC(C)C(=O)NCCc1nnc2n1CCN(Cc1nc(-c3ccccc3)cs1)CC2	21.0	1.0	0.0	0.1
CCOc1ccccc1N1CCN(C(=O)c2cccc(Br)c2)CC1	9.9	-4.2	0.7	0.0
CCCC1=C(C(=O)OCC)C(c2ccc([N+](=O)[O-])cc2)C(C#N)=C(N)O1 (centres undefined)	-1.8	-1.6	0.8	0.1
CCOC(=O)c1c(NC(=O)C(C)Sc2nnc(CNC(=O)c3ccc(OC)c(OC)c3)n2-c2ccc(F)cc2)sc2c1CCCC2 (centres undefined)	-5.2	-2.1	1.5	-0.2
CC(C)NC(=O)C(C)Sc1ccc(Cl)cc1 (centres undefined)	0.6	9.3	-0.5	1.0
Cc1c(C(=O)O)sc2ncnc(N3CCN(c4ccccc4)CC3)c12	-3.8	-4.6	0.1	-0.3

The results go on.
compound	MITF primary	TEAD-YAP block	GPR151 ag	FBW7 act
O=c1oc2ccc3ccccc3c2cc1-c1csc(Nc2cccc(C(F)(F)F)c2)n1	-5.7	-9.1	0.2	0.2
CN(CC(=O)NC1CCCC1)S(=O)(=O)c1ccc2ccccc2c1	40.4	-1.0	1.1	0.3
CCOC(=O)c1sc2nc(CC(=O)OC)nc(NCC3CCCN3CC)c2c1C (centres undefined)	-1.6	2.8	-1.8	0.1
O=C(c1cccc(F)c1)N1CCN(c2nc(-c3ccc(F)cc3)cs2)CC1	-8.8	-10.8	-0.4	-0.3
C=CCOC(=O)c1c(N)oc2c(-c3ccccc3)c3c(C(=O)OCC=C)c(N)oc3cc12	-9.1	-5.3	-0.8	-0.1
Cc1cccc(C2Nc3ccccc3-c3nnc(SCc4ccccc4F)nc3O2)n1 (centres undefined)	9.9	-7.6	-0.9	0.6
CSc1cccc(NC(=O)C2C3C=CC4(O3)C2C(=O)N(C2CCCCCCC2)C4C(=O)NC2CCCCC2)c1 (centres undefined)	-9.0	11.2	0.2	-0.1
COc1cc(OC)c(NC(=O)Cn2ncn3c(cc4cc(C)ccc43)c2=O)cc1Cl	0.7	7.3	1.0	-0.1
COc1ccc2c(c1OC)C(=O)OC2NC(N)=O (centres undefined)	-2.1	-6.0	1.7	-0.1
Cc1ccc(C2=NC(=O)/C(=C/c3ccccc3OCC(=O)OC(C)C)S2)cc1	-6.9	-10.6	-0.8	-0.1
O=C1N=C(N2CCOCC2)S/C1=C1\C(=O)N(Cc2ccc(F)cc2)c2ccccc21	8.4	-12.6	-0.1	0.1
CC(=O)c1c(N2CCOCC2)nc(=S)n(-c2ccc([N+](=O)[O-])cc2)c1C	0.4	-3.3	0.5	-0.2
CCOC(=O)c1c(NC(=O)c2cccc(Cl)c2)sc(C(=O)Nc2cccc(Cl)c2C)c1C	-5.9	-11.6	-0.3	0.0
COCCSc1nnc(CCNC(=O)CC2CCCC2)n1C	10.3	10.5	-0.2	0.1
CC1=NOC(=O)/C1=C/c1ccc(OCc2ccc(Br)cc2)cc1	33.6	-20.8	-0.5	0.1
FC(F)(F)c1ccc(Cn2cnc3c(NCc4nc5ccccc5[nH]4)nc(N4CCN(Cc5ccc6c(c5)OCO6)CC4)nc32)cc1	18.1	13.9	0.2	0.1
COCCNC(=O)COc1ccc(Cl)cc1C	-3.1	-0.9	0.0	-0.1
COc1ccc(CCNC(=O)c2csc(Nc3cccc(N(C)C)c3)n2)cc1	-10.4	9.7	-2.7	-0.1

Screening results as filed in PubChem BioAssay.
